# Screens from PubChem BioAssay.
# GLP1R ag – qHTS of GLP-1 Receptor Agonists. Glucagon-like peptide 1 receptor (Homo sapiens), P43220. Potency, µM (series often up to 45.6 µM), for inactives: at the top dose activation, most hits filed as activators. actives 0.007% (n = 380,000). AID 624172, 2012. HEK293 GLP-1R CRE-luciferase, luminescence, 4-6 h; cells express a hypersensitive GLP-1R form; further: potency means the concentration at half of the fitted maximal effect; % of control where 0% means no effect
# Target sequence (P43220 whole entry, looked up): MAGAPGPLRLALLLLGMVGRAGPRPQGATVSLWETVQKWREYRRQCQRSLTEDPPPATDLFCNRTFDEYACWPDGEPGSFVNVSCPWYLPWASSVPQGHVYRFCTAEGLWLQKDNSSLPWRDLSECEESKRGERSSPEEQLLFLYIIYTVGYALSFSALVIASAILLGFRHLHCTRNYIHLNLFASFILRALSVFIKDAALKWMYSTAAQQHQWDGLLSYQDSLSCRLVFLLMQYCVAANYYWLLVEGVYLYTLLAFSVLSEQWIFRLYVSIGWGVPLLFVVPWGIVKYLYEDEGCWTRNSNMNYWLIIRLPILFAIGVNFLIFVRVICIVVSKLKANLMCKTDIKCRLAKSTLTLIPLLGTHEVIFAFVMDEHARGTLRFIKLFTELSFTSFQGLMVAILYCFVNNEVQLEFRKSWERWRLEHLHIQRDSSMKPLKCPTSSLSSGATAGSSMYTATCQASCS
# D3 ag – qHTS of D3 Dopamine Receptor Agonist: qHTS. D(3) dopamine receptor (Homo sapiens), P35462. D3R DiscoveRx beta-arrestin cells, luminescence, 90 min. max activation, %. actives 0.58% (n = 410,000). AID 652048, 2013; in the data active means max activation above about 30%; further: 0% is about no effect; mostly tested at two doses, the higher about 12 µM
# Target sequence (P35462 whole entry, looked up): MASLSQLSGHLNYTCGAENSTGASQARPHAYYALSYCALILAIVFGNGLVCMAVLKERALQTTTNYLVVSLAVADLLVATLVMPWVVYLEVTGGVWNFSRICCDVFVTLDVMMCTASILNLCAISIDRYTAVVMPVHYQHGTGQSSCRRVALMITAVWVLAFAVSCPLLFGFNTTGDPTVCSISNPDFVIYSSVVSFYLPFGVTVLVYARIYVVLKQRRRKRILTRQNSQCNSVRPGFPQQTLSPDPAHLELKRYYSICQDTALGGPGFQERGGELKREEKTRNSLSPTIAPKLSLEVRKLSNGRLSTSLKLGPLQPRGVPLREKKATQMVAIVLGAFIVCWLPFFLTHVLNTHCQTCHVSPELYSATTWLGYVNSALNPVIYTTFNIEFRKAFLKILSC
#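 Agonist-mode cell screen: cells plated at 1500/well and incubated overnight at 37 °C, then exposed to library compounds for 90 min at 37 °C. Detection reagent was added for 30–60 min at room temperature, and luminescence was read.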
# IL-1B inflam inh – qHTS for Inhibitors of Inflammasome Signaling: IL-1-beta AlphaLISA Primary Screen. AID 743279, 2014. actives 4.7% (n = 360,000). activity change, % at 57.5 µM. THP-1 LPS/ATP IL-1B secretion, AlphaLISA, 16 h; hits give low values; in the data active means activity change below about -50%; inconclusive means mostly about -30% to -49%; further: on the % scale 0 is the no-effect control and ±100 the full control effect
#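 THP-1 cells pretreated 1 hr with compounds (up to 57.5 uM final), then stimulated with LPS (250 ng/mL final) plus ATP (1.25 mM final); secreted IL-1B measured by AlphaLISA after 16 hr, decreased signal indicating inhibition.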
# HT1080NT lethal – qHTS for induction of synthetic lethality in tumor cells producing 2HG: qHTS for the HT-1080-NT fibrosarcoma cell line | HT-1080-NT fibrosarcoma viability, CellTiter-Glo ATP luminescence, 48 h | Potency, µM (top dose mostly 46.1 µM), for inactives: at the highest dose activity, negative = less viability, most hits filed as cytotoxic | actives 1.6% (n = 360,000);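 further: NT is the 2HG producing partner of a matched IDH1 knockdown line; potency means the concentration at half of the fitted maximal effect; 0% = DMSO-treated cells and -100% = media-only wells without cells; nearly all actives have a fitted effect of over 55% in size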
#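 A 48-hour cytotoxicity screen used HT-1080-NT cells plated 2 hours before compound delivery. ATP-based CellTiter-Glo luminescence measured viability, normalized to DMSO and no-cell controls.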
# D3 antag – qHTS of D3 Dopamine Receptor Antagonist: qHTS; D(3) dopamine receptor (Homo sapiens), P35462; D3R cells, DiscoveRx beta-arrestin luminescence, antagonist mode; hits give low values; max response, negative = inhibition, %; actives 2.5% (n = 360,000); AID 652054, 2013; in the data active means max response below about -50%; inconclusive means no clear call, values can overlap the other calls; further: on the % scale 0 is the no-effect control and ±100 the full control effect; mostly tested at two doses, the higher about 12 µM
#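 Cells plated overnight at 1500 cells/well, then exposed to library compounds with dopamine controls for 90 minutes at 37 degrees C. DiscoveRx reagent added for 30–60 minutes at room temperature; luminescence read, quantitative HTS format.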
# KB-3-1 tox – qHTS assay for MDR1-selective chemotherapeutics: Primary screen using the parental adenocarcinoma cell KB-3-1; actives 1.4% (n = 400,000); KB-3-1 viability, CellTiter-Glo ATP luminescence, 72 h; Potency, µM (series often up to 46.1 µM), inactives show at the top dose activity change, negative = cytotoxic, hits mostly cytotoxic; further: potency means the concentration at half of the fitted maximal effect; on the % scale 0 is the no-effect control and ±100 the full control effect; nearly all actives have a fitted effect of over 60% in size
#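 Parental KB-3-1 adenocarcinoma cells in phenol-red-free DMEM with 10% FBS were pin-treated with compounds at several concentrations, incubated 72 h at 37 °C, and viability read by CellTiter-Glo luminescence; concentration-effect curves were fitted after normalization.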
# KB-V1 MDR tox – qHTS assay for MDR1-selective chemotherapeutics: Primary screen using the drug-selected MDR subline cells KB-V1 | AID 1347076, 2019 | KB-V1 MDR cells viability, CellTiter-Glo, 72 h | actives 3.4% (n = 400,000) | Potency, µM (highest dose often 46.1 µM), inactives show top-dose activity change, negative = cytotoxicity, most hits filed as cytotoxic; further: potency means the concentration at half of the fitted maximal effect; on the % scale 0 is the no-effect control and ±100 the full control effect; nearly all actives have a fitted effect of over 60% in size
#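 Cells of the MDR subline KB-V1 are plated, dosed with compound at multiple concentrations, and incubated 72 h at 37 degrees C; CellTiter-Glo is then added and luminescence read after 10 min.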
# SW480 rereplic – A quantitative high throughput screen for small molecules that induce DNA re-replication in SW480 colon adenocarcinoma cells; SW480 DNA re-replication, Hoechst DNA content imaging, 48 h; Potency, µM (top dose mostly 46.1 µM), for the others: top-dose re-replication activation, hits mostly activators; actives 1.8% (n = 340,000); AID 624297, 2012; further: potency means the concentration at half of the fitted maximal effect; % of control where 0% means no effect; nearly all actives have a fitted effect of over 55% in size
#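 Per well, 250 cells were exposed to pinned compound for 48 hr. Nuclear DNA was visualised with Hoechst (40 min, 37 C) and total object intensity recorded by fluorescence scanning.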
# HT1080 IDH1KD tx – qHTS for induction of synthetic lethality in tumor cells producing 2HG: qHTS for the HT-1080-IDH1KD cell line | HT-1080 IDH1 knockdown viability, ATP luminescence, 48 h | Potency, µM (titrated, usually from 46.1 µM), for the others: at the top dose activity, negative = toxicity, hits mostly cytotoxic | actives 2% (n = 360,000);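 further: potency means the concentration at half of the fitted maximal effect; 0% = DMSO wells and -100% = cell-free medium wells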
#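 IDH1KD HT-1080 cells, 750/well, RPMI + 5% FBS; compound pinned after 2 h settling; 48 h, 37 °C; CellTiter-Glo luminescence; % activity normalised to DMSO and no-cell wells; curves fitted, classed by r2 and efficacy.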
# Starred values were filed as active, the others as inactive; ? = inconclusive; . = not tested or not shown; & = joins results of further samples; [ ] = remark or other dose. Unless noted, the call rests on the fitted dose curve; in most records, active means well fitted curve in the direction sought with a large enough effect; inconclusive means small, poorly fitted or top-dose-only effect, or another doubt; inactive means no such curve, though single readings can be large; an effect the other way counts as inactive or inconclusive.
1: CC(=O)N1CCN(CC(=O)Nc2ccc(SC(F)F)cc2)CC1
2: CCCC(=O)Nc1ccccc1NC(=O)CN(C)S(=O)(=O)c1ccccc1
3: Cc1ccc(-c2csc3nc(C)n(-n4cccc4)c(=O)c23)o1
4: CCNCc1cc(Br)c(OCC(=O)Nc2ccccc2)c(OC)c1
5: Cc1cccc(NC(=O)Nc2c(C)n(C)n(-c3ccccc3)c2=O)c1
6: COC(=O)CC1C(=O)NC2CCCCC2N1C(=O)c1ccccc1 (centres undefined)
7: CCn1c(=O)cc(SCC(=O)NCc2ccc(C)o2)c2ccccc21
8: COc1cccc2c(=O)c(C(=O)NCc3cccs3)c[nH]c12
assay / entry,1,2,3,4,5,6,7,8
GLP1R ag,12%,0%,-1%,-6%,9%,-6%,9%,-2%
D3 ag,-4,0,-6,1,-12,0,1,-4
IL-1B inflam inh,9,24,38,?,-1,5,38,2
HT1080NT lethal,7%,11%,-2%,-14%,15%,9%,-29%,1%
D3 antag,-5,11,-27,-30,?,-8,26,-20
KB-3-1 tox,-3%,4%,0%,-4%,14%,2%,0%,?
KB-V1 MDR tox,-11%,14%,14%,0%,?,13%,?,?
SW480 rereplic,-1%,1%,-2%,-19%,18%,2%,-2%,?
HT1080 IDH1KD tx,0%,6%,1%,-23%,15%,2%,?,-21%

9: Cc1cc(C)c(NC(=S)N(CCCN2CCOCC2)Cc2cccnc2)c(C)c1
10: C=CCN(C(=O)CCc1ccccc1OC)c1nc(-c2ccc(S(C)(=O)=O)cc2)cs1
11: O=C(Cc1ccccc1)Nc1ccc(C(=O)NCc2ccccc2)cc1
12: CC(=O)C1=C(O)C(=O)N(c2ccc(Br)cc2)C1c1ccc([N+](=O)[O-])cc1 (centres undefined)
13: CCCOc1ccc(N2C(=O)CC(N3CCOCC3)C2=O)cc1 (centres undefined)
14: CN(Cc1ccc(F)cc1)C(=O)c1cc(COc2ccc(-n3cncn3)cc2)on1
15: Cc1nc(C(F)(F)F)ccc1C(=O)N1CCC(C)(C(=O)NS(=O)(=O)C2CC2)C1 (centres undefined)
16: CCCCn1c(C)nc2cc(S(=O)(=O)N3CCOCC3)ccc21
assay / entry,9,10,11,12,13,14,15,16
GLP1R ag,0%,-2%,-5%,-4%,-9%,16%,-6%,-3%
D3 ag,2,-4,2,1,5,0,-4,-2
IL-1B inflam inh,-2,-57*,7,-5,28,-9,5,3
HT1080NT lethal,14%,-10%,-22%,-9%,9%,-11%,30%,-2%
D3 antag,-13,0,8,-3,-19,4,-24,1
KB-3-1 tox,7%,0%,9%,0%,-11%,-12%,0%,-12%
KB-V1 MDR tox,-12%,-4%,7%,0%,7%,?,3%,-26%
SW480 rereplic,7%,27%,2%,-5%,7%,-4%,.,4%
HT1080 IDH1KD tx,22%,?,-19%,0%,0%,-5%,8%,0%

17: C#CCN(C)Cc1ccccc1
18: O=C(Nc1ccc(F)cc1F)N1CCCN(c2ccc(C(F)(F)F)cn2)CC1
19: O=C(CCS(=O)(=O)c1cccc2nonc12)Nc1ccc(Br)cc1
20: O=c1[nH]c2ccc(S(=O)(=O)N3CCN(c4ccccc4F)CC3)cc2s1
21: Cc1oc(C)c2c(=O)ccc3c(c12)OC(N)=C(C#N)C3c1ccccc1 (centres undefined)
22: c1ccc(-n2ncc3c(NCc4ccccn4)ncnc32)cc1
23: COc1cccc2sc(=NC(=O)CS(=O)(=O)c3ccccc3)n(C)c12
24: COCCCn1c(SC(C)C(=O)Nc2c(C)n(C)n(-c3ccccc3)c2=O)n[nH]c1=O (centres undefined)
assay / entry,17,18,19,20,21,22,23,24
GLP1R ag,-1%,-1%,6%,-7%,-5%,21%,1%,3%
D3 ag,15&-9,6,21&1,1,-4,23,9,4
IL-1B inflam inh,-18,?,-12,31,-8,-14,3,10
HT1080NT lethal,-21%,?,-22%,-6%,-5%,-8%,2%,6%
D3 antag,20,18,6,0,-12,2,4,6
KB-3-1 tox,0%,?,-9%&7%,-28%,-26%,9%,-18%,4%
KB-V1 MDR tox,12%,?,?,-8%,-9%,-24%,-2%,?
SW480 rereplic,?,-2%,-4%,0%,-1%,-15%,.,-5%
HT1080 IDH1KD tx,-5%,13µM*,-4%,?,-9%,4%,13%,1%

25: CCOC(=O)C1=C(C)N(c2ccc(Cl)cc2)C(=O)NC1c1cccc([N+](=O)[O-])c1 (centres undefined)
26: N#CCCN(Cc1cccnc1)C(=O)c1ccc(S(=O)(=O)N2CCOCC2)cc1
27: CC(C)C(C)(C#N)NC(=O)CSc1nc2scc(-c3ccco3)c2c(=O)n1-c1ccccc1 (centres undefined)
28: CCCOC(=O)Nc1ccc(N2CCCCC2)cc1
29: COc1cc(Cl)c(C)cc1NC(=O)c1ccc2c(c1)OCO2
30: COc1ccc(N=Nc2c(N)n[nH]c2N)cc1
31: COc1ccccc1NC(=O)COC(=O)COc1cccc2c1OC(C)(C)C2
32: O=C(NC1=NCCS1)c1ccc(N2CCCC2=O)cc1
assay / entry,25,26,27,28,29,30,31,32
GLP1R ag,-6%,8%,1%,2%,-5%,26%,6%,5%
D3 ag,5,2,4,1,2,-2,2,3
IL-1B inflam inh,41,-15,-27,-21,49,-53*,1,29
HT1080NT lethal,-1%,15%,-13%,6%,3%,15%,12%,3%
D3 antag,-12,13,5,-18,13,-4,5,8
KB-3-1 tox,?,2%,0%,0%,-7%,3%,7%,5%
KB-V1 MDR tox,2%,19%,10%,2%,-3%,16%,0%,5%
SW480 rereplic,-16%,-1%,-17%,0%,-28%,-3%,-55%[inhibitor],-6%
HT1080 IDH1KD tx,-8%,13%,0%,10%,3%,11%,12%,4%

# One compound at a time, from the list above:
# Listed for CCCOC(=O)Nc1ccc(N2CCCCC2)cc1 → GLP1R ag: 2%; D3 ag: 1; IL-1B inflam inh: -21; HT1080NT lethal: 6%; D3 antag: -18; KB-3-1 tox: 0%; KB-V1 MDR tox: 2%; SW480 rereplic: 0%; HT1080 IDH1KD tx: 10%
# Listed for O=C(NC1=NCCS1)c1ccc(N2CCCC2=O)cc1 → GLP1R ag: 5%; D3 ag: 3; IL-1B inflam inh: 29; HT1080NT lethal: 3%; D3 antag: 8; KB-3-1 tox: 5%; KB-V1 MDR tox: 5%; SW480 rereplic: -6%; HT1080 IDH1KD tx: 4%
# Listed for COc1ccc(N=Nc2c(N)n[nH]c2N)cc1 → GLP1R ag: 26%; D3 ag: -2; IL-1B inflam inh: -53*; HT1080NT lethal: 15%; D3 antag: -4; KB-3-1 tox: 3%; KB-V1 MDR tox: 16%; SW480 rereplic: -3%; HT1080 IDH1KD tx: 11%

# (list continues)
33: CCOc1ccc(NC(=O)CN(C)C(=O)C2CC2C)cc1OCC (centres undefined)
34: CC(=O)NNC(=S)NC(=O)c1ccccc1
35: CC(C)N1C(=O)CCC1C(=O)N1CCN(c2ccc(F)cc2)CC1 (centres undefined)
36: O=C(NCCCCc1ccccc1)c1cccc(Br)c1
37: CCOC(=O)N1CCN(C(=O)CN(c2cc(C(F)(F)F)ccc2Cl)S(C)(=O)=O)CC1
38: CCCn1nc(C(=O)N2CCN(S(=O)(=O)c3ccc(C)c(C)c3)CC2)c2ccccc2c1=O
39: COc1ccc(S(=O)(=O)Nc2ccc3c(c2)C(=O)N([C@H](C)CO)C[C@H](C)[C@@H](CN(C)S(C)(=O)=O)O3)cc1
40: O=C(COc1ccc(Cl)cc1)NCCc1ccccn1
assay / entry,33,34,35,36,37,38,39,40
GLP1R ag,1%,1%,-3%,-5%,0%,18%,5%,-7%
D3 ag,12,-7,0,6,11,3,-24,-7
IL-1B inflam inh,14,23,3,-2,13,7,20,2
HT1080NT lethal,-4%,-6%,6%,3%,0%,3%[9.24 µM],7%,11%
D3 antag,-8,-8,2,2,5,22,-3,-28
KB-3-1 tox,-4%,-10%,-2%,1%,10%,?,0%,14%
KB-V1 MDR tox,-12%,?,3%,7%,?,-26%,-1%,-1%
SW480 rereplic,-6%,-3%,-5%,-1%,-1%,-22%,5%,3%
HT1080 IDH1KD tx,3%,-5%,1%,7%,-14%,-11%,7%,24%

41: CCOC(=O)c1ccc(S(=O)(=O)NCC(C)(C)N2CCOCC2)cc1
42: O=C(OCc1ccc([N+](=O)[O-])cc1)c1cc(S(=O)(=O)N2CCCCC2)ccc1N1CCOCC1
43: COc1cc(NC(=O)CCNS(=O)(=O)c2ccc3c(c2)CCN3C(=O)C2CC2)cc(OC)c1
44: O=c1[nH]c(Cc2cccs2)nc2scc(-c3ccc(Cl)cc3)c12
45: Cc1ccc(NC(=O)c2cc3cc(OC(F)(F)F)ccc3[nH]2)cc1
46: COc1ccccc1CNC(=O)COC(=O)c1cccnc1SCC(=O)NCc1ccccc1OC
47: Nc1nnc(-c2ccc(Cl)cc2Cl)s1
assay / entry,41,42,43,44,45,46,47
GLP1R ag,-2%,14%,-2%,18%,-7%,-9%,10%
D3 ag,3,0,-6,5,-15,6,-8
IL-1B inflam inh,2,-15,.,1,?,15,-23
HT1080NT lethal,-2%,-6%,.,6%,10%,1%,0%
D3 antag,21,10,.,9,-3,9,-9
KB-3-1 tox,-1%,-7%,1%,-4%,-5%,5%,2%
KB-V1 MDR tox,5%,?,0%,-1%,-18%,?,-1%
SW480 rereplic,-2%,-4%,.,-8%,-27%,-2%,?
HT1080 IDH1KD tx,7%,-4%,.,6%,14%,-6%,-2%
